H9c2 TAG inh: reduces triacylglycerol accumulation in H9c2 cells; Nile Red lipid (TAG) fluorescence; cells loaded with 200 µM oleic acid; inhibition, % at 12.5 µM; 0.66% of 230,000 active;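 active = pattern-corrected inhibition of lipid staining of at least 50% with the nuclear-stain viability signal not falling by more than 50%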;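 note: 0% = DMSO wells and 100% = triacsin C control wells; some results filed as inactive read as strong as hits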
H9c2 TAG inh DAPI viability: also measured in H9c2 TAG inh; calls as there; DAPI nuclei signal change (viability), lower = more cytotoxic, %;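 whole-well DAPI fluorescence read on a plate reader as a viability signal; minus 50 percent equals half of cells still viable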
Starred values were filed as active, the others as inactive. These rows are one share of the data; the hit share may differ from the screen's.

SMILES | H9c2 TAG inh | H9c2 TAG inh DAPI viability
CCN1/C(=C/c2cc[n+](C)cc2)C=Cc2cc(C)ccc21 | 9 | -15
Cc1nnc(NC(=O)CSc2nccn2C)s1 | 2 | -8
COc1cccc(Cn2cc(/C=N/NC(=O)c3cc(O)cc(O)c3)c3ccccc32)c1 | -33 | 3
Cc1cccn2c(=O)nc(SCC(=O)NCc3ccccc3)nc12 | 18 | -4
CCOCCCNC(=O)/C(C#N)=C/c1ccc(C)o1 | 8 | -2
CC(CNC(=O)Cn1cnc2c(NCc3ccccc3)ncnc21)c1ccccc1 (stereo not given) | 10 | -3
COc1cc(C)c(Cl)cc1S(=O)(=O)NCC1CCCO1 (stereo not given) | -27 | 6
Cc1ccc(-c2nn(CCC(=O)O)cc2/C=C\C(=O)c2ccc(Br)cc2)cc1 | 1 | -1
COc1ccc(C2CC(C(F)(F)F)n3nc(C(=O)O)c(Cl)c3N2)cc1OC (stereo not given) | -3 | 1
Cc1cc(F)ccc1C(O)c1ncc(-c2ccc3ccccc3c2)[nH]1 (stereo not given) | -3 | 2
CCOC(=O)c1cccc(NC(=O)CN(c2ccc(C)cc2)S(=O)(=O)c2c(C)noc2C)c1 | 6 | -7
CCc1nc2c(OCc3ccc(F)cc3)cccn2c1N(C)C(=O)COc1ccccc1 | 56 | -75
CCN1C[C@@H]2[C@@H]3C(=O)N(C)C(=O)[C@@H]3[C@](CC)(C1=O)N2C(=O)c1ccc(C(C)(C)C)cc1 | 11 | -8
O=C(CCCOc1ccccc1)Nc1ccc(Cl)c(S(=O)(=O)N2CCOCC2)c1 | -14 | 6
O=C(Nc1ccccc1Br)C1CC(=O)N(c2ccc3c(c2)OCCO3)C1 (stereo not given) | 2 | 24
CC1(C)Cc2c(sc(NC(=O)c3ccccc3)c2C(=O)O)CO1 | 5 | 7
CC(C)N1CCN(c2ccc(OC[C@H]3CO[C@](Cn4cncn4)(c4ccc(Cl)cc4Cl)O3)cc2)CC1 | 14 | -10
Cc1ccc(S(=O)(=O)N2CCN=C2c2ccccc2)cc1C | -34 | 5
CC(=O)Nc1ccc(NC(=O)C2Cc3c(-c4ccc5c(c4)OCO5)ccnc3O2)cc1 (stereo not given) | 3 | 6
CCCn1nnnc1SCC(=O)N1CCCC1 | 11 | -10
O=C(Nc1cccc(C(=O)O)c1)/C(=C\C=C\c1ccccc1)NC(=O)c1ccccc1 | -18 | -11
C=CCC[C@@H](Cc1ccc(F)cc1)C(=O)OC[C@@H](Cc1c[nH]c2ccccc12)NC(=O)[C@H](CC=C)CC(=O)NCCO | -7 | -3
C=CCOC(=O)C1=C[C@H](c2coc3ccccc3c2=O)[C@@H](CCCO)[C@H](OCC)O1 | -34 | 2
CCc1nc2ccc(C(=O)NCCCn3ccnc3)cn2c1N(C)Cc1ccc(OC)cc1 | -12 | 0

Exported as labelled records: part of the list above.
CC(=O)Nc1ccc(NC(=O)C2Cc3c(-c4ccc5c(c4)OCO5)ccnc3O2)cc1 (stereo not given)
  H9c2 TAG inh: 3
  H9c2 TAG inh DAPI viability: 6

CCCn1nnnc1SCC(=O)N1CCCC1
  H9c2 TAG inh: 11
  H9c2 TAG inh DAPI viability: -10

O=C(Nc1cccc(C(=O)O)c1)/C(=C\C=C\c1ccccc1)NC(=O)c1ccccc1
  H9c2 TAG inh: -18
  H9c2 TAG inh DAPI viability: -11

C=CCC[C@@H](Cc1ccc(F)cc1)C(=O)OC[C@@H](Cc1c[nH]c2ccccc12)NC(=O)[C@H](CC=C)CC(=O)NCCO
  H9c2 TAG inh: -7
  H9c2 TAG inh DAPI viability: -3

Additional entries
SMILES | H9c2 TAG inh | H9c2 TAG inh DAPI viability
Cc1cccc(C(=O)NNC(=O)c2cccc([N+](=O)[O-])c2)c1 | 2 | 1
COc1ccc(NC(=O)C(c2ccccc2)N(C)C(=O)c2cnccn2)cc1 (stereo not given) | 19 | -11
COc1ccc(C#Cc2c(-c3ccccc3)n(-c3ccccc3)c3ccc(CO)cc23)cc1 | 8 | -5
O=C(COC(=O)Cc1c[nH]c2ccccc12)Nc1cc(S(=O)(=O)N2CCOCC2)ccc1Cl | 14 | -6
Nc1nc2ccc(Cl)cc2o1 | -1 | -8
OC1CCN(c2c3c(nc4cc(-c5ccc(Cl)cc5)nn24)CCC3)CC1 | 29 | -8
CCOC(=O)c1c(C)[nH]c(C(=O)OCC(=O)NCc2ccc(OC)c(OC)c2)c1C | 8 | -5
CCn1c(=O)c(C(=O)Nc2ccccc2S(N)(=O)=O)c(O)c2ccccc21 | -15 | 14
Cc1nnc(SCc2nnc(-c3ccc(Cl)cc3)o2)n1-c1ccccc1 | 27 | -15
COc1ccc(CC(=O)N2N=C(C)CC2(O)c2cccnc2)cc1 (stereo not given) | 10 | -13
CC(=O)[C@@H]1[C@@H]2C(=O)N(c3ccccc3F)C(=O)[C@@H]2[C@H]2c3ccccc3C=NN12 | 7 | -8
C=CCN(c1cccc(C(F)(F)F)c1)S(=O)(=O)c1cccc(C(=O)OCC(=O)NC)c1 | 10 | -6
Cc1ccc(CN(C)C(=O)COC(=O)CSc2ccc([N+](=O)[O-])cc2)cc1 | -11 | -3
CCOc1ccc(CCNC(=O)COC(=O)C2CCN(S(=O)(=O)c3ccc(C)c(C)c3)CC2)cc1OCC | 14 | -3
C=CCN(c1ccc(C(=O)Nc2ccc3c(c2)OCO3)cc1)S(C)(=O)=O | 4 | -5
O=S(=O)(c1ccc2oc(=S)[nH]c2c1)N1CCCCC1 | 8 | -7
CC(C)C[C@H](NC(=O)c1nc[nH]c1C(=O)N1CCNCC1)C(=O)OCc1ccccc1 | -5 | 2
O=C(O)c1cccc(S(=O)(=O)Nc2ccccc2-c2ccccc2)c1 | 4 | 4
CCc1ccc(CN(C)Cc2nc(Cc3cccc(C(F)(F)F)c3)no2)nc1 | 2 | 4
NC(=O)Cc1nc2scc(-c3ccc(Cl)cc3)c2c(=O)[nH]1 | 3 | 5
O=C(Nc1nc(-c2ccc3c(c2)OCO3)cs1)C1CC1 | -3 | 9
Cc1ccc(NC(=O)NC2CC(=O)N(c3ccc4c(c3)OCCO4)C2)c(C)c1 (stereo not given) | 9 | 2
COc1ccc(NC(=O)N2CCCC2C(=O)NCCc2ccccc2)cc1 (stereo not given) | -6 | 0
COC(=O)[C@H]1C[C@H](OC(=O)NC2CCCC2)[C@@]2(O)CN(S(=O)(=O)c3ccc(C)cc3)CC2[C@H]1C(=O)OC (stereo not given in full) | 3 | -5
CC(=O)OCCN(CCCn1c(-c2ccncc2)nc2ccccc21)c1nc(-c2ccc(C)cc2)cs1 | -23 | -4
COC(=O)c1c(NC(=O)c2ccccc2)sc(C(=O)c2ccccc2)c1C | 3 | 10
O=C(NCCOCCNC(=O)OCc1ccccc1)OCc1ccccc1 | -15 | -1
COc1ccc2c(c1)c([C@@H]1[C@H](C)[C@H]3CCCC[C@H]3CN1S(=O)(=O)c1ccc(C)cc1)cn2C | 16 | 4
CCOC(=O)c1cnc2c(Cl)cccc2c1NCCN(C)C | 15 | -5
COc1ccc(CC(=O)Nc2ccc(C)c(S(=O)(=O)N3CCCCCC3)c2)cc1 | -36 | 8
O=C(Cc1ccc(-c2ccccc2)cc1)NCCN1CCOCC1 | -3 | 1
CN(C)CCN(C(=O)c1ccc2ccccc2c1)c1nc2cc3c(cc2s1)OCO3 | 4 | 9
O=C(CCS(=O)(=O)c1ccccc1)N1CCN(c2ccccc2)CC1 | -14 | 2
Cc1cccc(C)c1NC(=O)CN(C)C(=O)c1ccc(COc2ccccc2)cc1 | 12 | -6
COC(=O)CSc1nnc(C)n1-c1cccc(OC)c1 | -3 | -3
COc1ccc(-n2ccnc2CN2CCN(C3CCCC3)C(CCO)C2)cc1 (stereo not given) | 5 | -8
CC(=O)N/C(=C/c1ccc2c(c1)OCO2)C(=O)O | -6 | 7
C/C(=N\NC(=O)c1cccc2ccccc12)c1cccnc1 | 15 | 4
CCOC(=O)Cn1cc(C#N)c(=O)[nH]c1=O | 4 | 1
Cc1nc2ccc(S(=O)(=O)CCC(=O)NCc3ccc(Cl)cc3)cc2s1 | -9 | 4
COc1ccc(OC)c(S(=O)(=O)N2CCC3(CC2)CC(=O)c2ccccc2O3)c1 | -1 | 1
Oc1ccc(C[C@H]2CNCCN2CCC23CC4CC(CC(C4)C2)C3)cc1 | 0 | 8
COC(=O)[C@@]12CCCCN1[C@H](c1ccc(-c3cc(C(C)=O)cs3)cc1)[C@H]1C(=O)N(C)C(=O)[C@H]12 | -12 | 7
Nc1cnn(Cc2ccccc2F)c1 | -4 | 4
Cc1cc(C)cc(N2CC34C=CC(O3)C(C(=O)OCC(=O)NCc3ccco3)C4C2=O)c1 (stereo not given) | 5 | -3
Cc1cc(C(=O)CSc2nnc(-c3cccs3)o2)c(C)n1-c1ccccc1 | 5 | -9
CCc1ccccc1NC(=O)Nc1ccon1 | -14 | -1
CS(=O)(=O)c1ccc(NS(=O)(=O)c2ccc(Cl)c(C(=O)NCc3ccco3)c2)cc1 | 7 | 4

Structures above containing an aryl thioether with sulfur outside any ring:
SMILES | H9c2 TAG inh | H9c2 TAG inh DAPI viability
Cc1nnc(NC(=O)CSc2nccn2C)s1 | 2 | -8
Cc1cccn2c(=O)nc(SCC(=O)NCc3ccccc3)nc12 | 18 | -4
CCCn1nnnc1SCC(=O)N1CCCC1 | 11 | -10
Cc1nnc(SCc2nnc(-c3ccc(Cl)cc3)o2)n1-c1ccccc1 | 27 | -15
Cc1ccc(CN(C)C(=O)COC(=O)CSc2ccc([N+](=O)[O-])cc2)cc1 | -11 | -3
COC(=O)CSc1nnc(C)n1-c1cccc(OC)c1 | -3 | -3
Cc1cc(C(=O)CSc2nnc(-c3cccs3)o2)c(C)n1-c1ccccc1 | 5 | -9

More entries.
SMILES | H9c2 TAG inh | H9c2 TAG inh DAPI viability
COC(=O)c1ccc(NC(=O)c2cccc(C)c2)cc1 | 5 | 4
Fc1ccccc1Cn1nnc(-c2ccc3c(c2)OCO3)n1 | -4 | -7
COc1ccc(Cl)cc1C(=O)Nc1ccc(Br)c(C)n1 | 12 | -6
O=C(O)CNC(=O)C1COc2ccccc2O1 (stereo not given) | -3 | -4
O=C(Nc1nnc(CC(=O)N2CCOCC2)s1)C1COc2ccccc2O1 (stereo not given) | -26 | -2
CC(C)N1CCC2(CC1)Oc1ccc(Br)cc1C1CC(c3cccnc3)=NN12 (stereo not given) | 6 | 6
CCOc1cc(CN2CCN(C(=O)c3cccc4ccccc34)CC2)ccc1OC | -10 | 10
CCc1nc2ccccc2c(C(=O)Nc2cccc(C)c2)c1C | -12 | -9
COc1ccc(N=C(NN)c2ccc3ccccc3n2)cc1 | -10 | 10
CCOC(=O)Cn1c(=NC(=O)CSC(C)=O)sc2cc(OC)ccc21 | 5 | 4
O=C(CSCc1ccccc1F)NCc1ccc(F)cc1 | -8 | 0
CCOC(=O)N1CCN(C(=O)c2ccc3c(=O)n(-c4ccccc4F)c(=S)[nH]c3c2)CC1 | -22 | -2
Cc1ccc(-c2nn(C)c(=O)c3ccccc23)cc1S(=O)(=O)NCCN(C)C | 10 | 6
CCn1c(-c2cc(Br)cc(OC)c2O)nc2cc(S(=O)(=O)N(C)C)ccc21 | -15 | 14
Cc1ccc(N=Nc2c(N)nn3c(N)c(C#N)c(C)nc23)cc1 | 22 | -14
Cc1ccc(NC(=O)NC2CCCCC2)cc1S(=O)(=O)N1CCOCC1 | 6 | -8
S=C(Nc1ccc(Oc2ccccc2)cc1)NC1CCCCC1 | -36 | 10
Cc1cc(Nc2ccc(F)c(F)c2)nc(-c2ccccc2O)n1 | 11 | 38
Cc1nn(-c2ccccc2)c(C)c1NC(=O)c1cccs1 | -9 | -11
CCOc1ccccc1NC(=O)COc1cccnc1[N+](=O)[O-] | 4 | -1
COC(=O)c1ccc(CSc2ccc(S(=O)(=O)N3CCCCC3)cn2)cc1 | -7 | 0
Cc1nc(SCC(=O)c2ccccc2)n[nH]1 | -8 | -11
Cc1cccc(/C=C2\CS/C(=C\c3cccc(C)c3)C2=O)c1 | -6 | 7
Cn1c(=O)c2c(nc(N3CCN(c4ccccn4)CC3)n2Cc2ccc(Cl)cc2Cl)n(C)c1=O | -11 | -1
COc1cc(-c2nnc(NC(=O)CS(=O)(=O)c3ccc(C)cc3)o2)cc(OC)c1OC | 0 | 0
CCOC(=O)C1=C(C)Nc2nc3ccccc3n2C1c1ccccc1 (stereo not given) | -6 | 6
O=C(CSc1nnc(NC(=O)C2CC2)s1)NCc1ccccc1Cl | -10 | 9
CN1CCC(N(C)S(=O)(=O)c2ccc(NC(=O)COc3cccc(C(F)(F)F)c3)cc2)CC1 | 25 | -3
CC(C)Cn1c(N)c(C(=O)COC(=O)c2ccc(F)cc2)c(=O)n(C)c1=O | 3 | -9
COc1cccc(-c2nc(-c3ccc(Br)o3)no2)c1 | -5 | 1
CNC(=O)CSc1nc2ccccc2c(=O)n1-c1cc(OC)ccc1OC | 21 | -10
O=C(Cn1cc(C(=O)C2CCCCC2)c2ccccc21)NCC1CCCO1 (stereo not given) | -4 | -10
CS(=O)(=O)Nc1ccccc1C(=O)NCc1ccccc1Cl | -18 | 6
O=C(c1cccc(F)c1)N1CCN(c2ccc([N+](=O)[O-])c3cccnc23)CC1 | 22 | 1
Cc1ccc(NC(=S)N(Cc2cccs2)Cc2cc3cccc(C)c3[nH]c2=O)cc1 | 6 | 9
Cc1c2cnn(CC(=O)NCCCN3CCCCC3C)c(=O)c2c(C)n1Cc1ccccc1 (stereo not given) | -4 | 13
CN(CC(=O)Nc1ccccc1Br)C(=O)CNC(=O)c1cccs1 | 1 | 4
CCc1noc(C)c1C(=O)Nc1nc(-c2cccs2)cs1 | 5 | -4
O=C1C(=O)c2c(ccc3ccccc23)-c2ccccc21 | 47 | -30
O=C(N/N=C/c1cccs1)c1ccc(-n2cccc2)cc1 | 8 | -2
NS(=O)(=O)c1cccc(NC(=S)NC(=O)c2cccc([N+](=O)[O-])c2)c1 | 1 | 6
